Assay outcomes deposited in PubChem BioAssay by several laboratories.
LMPTP block – blocks human LMPTP phosphatase. P24666. recombinant LMPTP-A, OMFP fluorogenic substrate, fluorescence intensity. inhibition, % at 20 µM. actives 0.22% (n = 360,000). AID 651560;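 active = compounds that cut the enzyme signal by at least half of the control window in the single-dose screen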;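 also: plate controls were DMSO wells with enzyme plus substrate for no effect and substrate without enzyme for full effect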
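Assay system: LMPTP-A enzyme. Input: 0.625 nM LMPTP-A final. Probe or stimulus: 400 µM OMFP. Compound dosing: single 20 µM dose. Schedule: 50 min dark incubation at room temperature. Detection: fluorescence intensity of OMFP turnover product. Read-out: percent inhibition versus substrate-only and uninhibited controls. Benchmarks: no-enzyme low control, uninhibited high control.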
CSN deneddyl inh – CSN deneddylation inhibition; inhibition, % at 12.5 µM; Q92905; Purified CSN, SCF-Nedd8-OG deneddylation, fluorescence polarization; AID 651999; actives 0.38% (n = 360,000);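 active = pattern-corrected inhibition above about 35%, with an unprinted fluorescence ratio check between 0.5 and 1.5, limit read from the data, passing the limit was not always enough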;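 also: 0% = enzyme with substrate and 100% = substrate without enzyme; some results filed as inactive read as strong as hits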
Target sequence (Q92905 whole entry, looked up, one chain of several): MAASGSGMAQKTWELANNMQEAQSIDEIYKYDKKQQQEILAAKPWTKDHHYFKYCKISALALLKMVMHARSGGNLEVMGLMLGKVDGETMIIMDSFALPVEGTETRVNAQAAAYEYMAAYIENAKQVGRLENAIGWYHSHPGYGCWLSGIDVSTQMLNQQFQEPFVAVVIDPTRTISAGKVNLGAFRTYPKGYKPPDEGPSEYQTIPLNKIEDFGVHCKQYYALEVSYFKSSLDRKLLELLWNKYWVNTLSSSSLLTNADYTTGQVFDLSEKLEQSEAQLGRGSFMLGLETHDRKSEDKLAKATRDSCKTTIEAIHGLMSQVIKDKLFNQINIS
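Material: human Csn5 produced in HEK293T cells; Input: enzyme 0.24 nM; Reagent: SCFSkp2-Nedd8OG substrate at 10 nM final; Dosing: 12.5 µM compound; Incubation: 90 min reaction at room temperature; Detection: fluorescence polarization of the substrate; Evaluation: % inhibition of substrate cleavage by Csn5; Control set: substrate-only high control, full reaction low control.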
Rpn11 inh – Rpn11 (human) deubiquitinase inhibition; human 26S proteasome, Ub4-pepOG fluorescence polarization; 20S core pre-blocked with epoxomicin; calls only at 20 µM; actives 0.59% (n = 360,000); AID 588493;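 active = inhibition at 20 µM, scaled to each plate's controls, above about 33%, limit read from the data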
Scp1 inh – inhibitors of human Scp-1 phosphatase | Q9GZU7 | Recombinant Scp1, phosphopeptide, malachite green phosphate absorbance | inhibition, % at 20 µM | actives 0.88% (n = 340,000) | AID 493091;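 active = inhibition above about 50% at 20 µM, limit read from the data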;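 also: plate controls were DMSO wells with enzyme for no effect and wells lacking enzyme for full effect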
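System: SCP-1 catalytic domain; Reagent: Phospho 17-mer peptide substrate; Doses: one concentration, 20 µM, with 1.0% DMSO; Incubation: 45 min room-temperature reaction, 5 min colour, 30 min stabiliser; Signal: Phosphate-binding colour reagent, absorbance read at 630 nm.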
PABP1 MLLE inh – blocks PAM2 peptide binding to the PABP1 MLLE domain; AID 588489; GST-MLLE / FITC-PAM2 fluorescence polarization; actives 0.36% (n = 360,000); P11940; inhibition, % at 20 µM; in the data active = inhibition above about 35%, passing the limit was not always enough;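 also: plate controls were DMSO wells with GST-MLLE for no effect and wells lacking GST-MLLE protein for full effect; some results filed as inactive read as strong as hits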
SUMO1-SIM PPI – alters human SUMO1 binding to SIM partners; P63165; actives 0.33% (n = 360,000); SUMO1 binding to a labelled peptide, TR-FRET, 1 h; inhibition, % at 20 µM; in the data active = inhibition above about 37%
Target sequence (P63165 whole entry, looked up): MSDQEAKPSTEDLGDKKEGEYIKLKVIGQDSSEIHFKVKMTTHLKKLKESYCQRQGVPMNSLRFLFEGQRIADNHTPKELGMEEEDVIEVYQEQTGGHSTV
NadD block – inhibitors of Staphylococcus aureus NadD | AID 602399 | inhibition, % at 20 µM | purified NadD enzyme, colorimetric absorbance read-out | actives 0.78% (n = 360,000); in the data active = inhibition above about 26%; also: some compounds past the cut are filed as inactive
TbMetRS inhib – blocks T. brucei methionyl-tRNA synthetase activity | actives 0.4% (n = 360,000) | purified T. brucei MetRS, ATP depletion, Kinase-Glo luminescence | inhibition, % at 11.9 µM;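 active = inhibition above a per-plate cutoff of the control wells' mean inhibition plus 3 SD, cut at about 5.5% in these data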;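 also: 0% = DMSO wells median and 100% = median of wells with control inhibitor compound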
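Material – parasite MetRS enzyme · Medium – HEPES-MgCl2-KCl buffer plus DTT, spermine, BSA, pyrophosphatase · Reagent – ATP, methionine and E. coli bulk tRNA substrates · Times – 15 min enzyme-compound preincubation, 2 h reaction, 10 min detection, 25 °C · Measured by – luminescence of leftover ATP · Evaluation – percent inhibition relative to median high and low control wells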
DNMT1 block – DNMT1 (human) enzyme inhibition. DNMT1 molecular beacon, Hinp1I cleavage, fluorescence. inhibition (reported as % activation of signal), % at 10 µM. actives 0.83% (n = 360,000). AID 588458; in the data active = inhibition above about 50%
STEP inh – blocks human striatal-enriched tyrosine phosphatase; actives 0.25% (n = 360,000); inhibition, % at 20 µM; recombinant STEP, OMFP fluorogenic substrate, fluorescence;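 active = inhibition at 20 µM, scaled per plate between control wells, above about 37%, limit read from the data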;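 also: 0% = DMSO with enzyme and substrate and 100% = substrate only without enzyme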
Target sequence (P54829 whole entry, looked up): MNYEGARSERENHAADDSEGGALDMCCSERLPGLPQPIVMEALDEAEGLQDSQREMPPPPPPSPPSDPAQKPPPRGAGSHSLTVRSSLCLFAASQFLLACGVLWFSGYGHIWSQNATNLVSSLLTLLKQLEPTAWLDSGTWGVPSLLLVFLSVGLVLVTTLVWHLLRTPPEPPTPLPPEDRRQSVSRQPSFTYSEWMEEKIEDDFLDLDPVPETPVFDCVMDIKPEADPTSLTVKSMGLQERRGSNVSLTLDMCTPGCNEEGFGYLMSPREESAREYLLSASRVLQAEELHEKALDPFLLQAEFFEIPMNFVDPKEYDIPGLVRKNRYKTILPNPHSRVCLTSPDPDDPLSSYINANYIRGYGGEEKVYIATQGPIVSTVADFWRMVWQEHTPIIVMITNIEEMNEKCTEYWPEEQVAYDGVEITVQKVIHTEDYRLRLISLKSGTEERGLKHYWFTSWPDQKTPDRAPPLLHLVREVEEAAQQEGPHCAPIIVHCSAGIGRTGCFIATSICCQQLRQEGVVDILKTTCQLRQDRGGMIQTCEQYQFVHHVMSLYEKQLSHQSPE
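Assay system: isolated STEP enzyme. Buffer or medium: pH 6.0 Bis-Tris with DTT and Tween 20. Also added: fluorogenic phosphatase substrate OMFP at 25 µM final. Dosing: 20 µM, 1% DMSO. Timing: 20 min reaction, room temperature, in the dark. Measured by: fluorescence intensity, excitation 480 nm, emission 540 nm. Evaluation: normalized % inhibition.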
The depositor's hits bear a star; i = inactive; · = no result given; + = active, no number.

SMILES	LMPTP block	CSN deneddyl inh	Rpn11 inh	Scp1 inh	PABP1 MLLE inh	SUMO1-SIM PPI	NadD block	TbMetRS inhib	DNMT1 block	STEP inh
C[C@@H]1COC(=O)[C@@H](Cc2ccc(F)cc2)C/C=C\C[C@@H](CC(=O)N(CCO)Cc2ccccc2)C(=O)N1	-2.2	0	i	-4	-7	-3	-9	-0.2	2	2
O=C(CSc1nc(-c2cccs2)cc(C(F)(F)F)n1)NCc1ccco1	0.3	4	i	-3	-3	-5	-3	-0.2	4	0
O=c1c(Oc2ccccc2)coc2cc(O)cc(O)c12	0.7	0	i	-9	12	6	2	-0.3	4	1
COC(=O)c1c(C)cc(O)c(C=O)c1O	-2.4	6	i	1	14	2	4	-0.1	-3	0
COc1cccc(/C=C/C(=C2/C(=O)N(c3ccccc3)N=C2C)c2ccc(C)cc2)c1OC	0.8	-10	i	-2	-4	2	-4	-0.7	2	3
Cc1nc(CSc2nnc(Nc3cccc(C)c3C)s2)cs1	-1.2	-4	i	-5	2	-1	-6	0.1	-1	-3
CC(=O)N1CCSc2ccc(S(=O)(=O)Nc3cccc(C)c3)cc21	1.0	-5	i	-9	-5	3	-10	-0.5	0	2
Cc1ccccc1C(=O)Oc1ccc(Br)cc1C(=S)N1CCCC1	3.4	2	i	-11	-137	-2	-4	0.7	0	2
COc1cc(C(=O)NC(C)c2ccc3ccccc3c2)cc(Cl)c1O (stereo not drawn)	-0.1	-2	i	-8	7	2	8	-0.2	1	2
CCOc1ccc(NC(=O)C/C(C)=N/NC(=O)c2cnccn2)cc1	-2.8	-2	i	-2	-11	-2	-7	-0.5	1	-2
O=C(NC1CCCCCC1)c1ccc(N2CCCC2=O)cc1	-1.0	-2	i	-5	-1	2	-4	0.1	-3	-4
Cc1c(Cl)cnc(NC(=O)CSc2n[nH]c(N)n2)c1Cl	-1.0	-8	i	2	14	7	4	-0.2	4	2
CCCc1ccc(OCc2nc(-c3ccc(NC(=O)c4cccs4)cc3)no2)cc1	-0.5	-6	i	-10	-2	-8	-8	-0.1	26	3
COc1ccc(NC(=O)c2oc3ccc(S(=O)(=O)N4CCOCC4)cc3c2C)cc1	0.0	5	i	-12	3	6	7	-0.4	0	0
Cc1c(NS(=O)(=O)c2ccc3nc(COc4ccccc4Cl)[nH]c3c2)c(=O)n(-c2ccccc2)n1C	-0.6	-2	i	-1	-13	3	2	0.8	2	-1
CC(C)CC(=O)Nc1ccc(C(=O)NNC(=O)C(c2ccccc2)c2ccccc2)cc1	0.3	-6	i	-8	-2	1	1	0.6	4	5
CCc1nc(SCC(=O)NNC(=O)c2ccc(C)cc2)c2ccccc2n1	0.4	4	i	-2	5	0	2	0.0	2	2
COc1ccc(Cl)cc1NC(=O)c1cnccn1	-0.1	-3	i	-6	-8	5	-4	-1.3	-1	1
CCOC(=O)C1CCCN(C(=O)C2CC(=O)N(c3ccc(C)cc3)C2)C1 (stereo not drawn)	0.2	0	i	-4	-8	0	1	-1.2	-1	-5
COc1cc([N+](=O)[O-])cc(/C=N/NC(=O)c2cc(C)nc3ccccc23)c1O	1.2	8	i	-16	-65	-30	4	1.8	-1	2

Complete entries as entered above. Order of screens: LMPTP block, CSN deneddyl inh, Rpn11 inh, Scp1 inh, PABP1 MLLE inh, SUMO1-SIM PPI, NadD block, TbMetRS inhib, DNMT1 block, STEP inh
Entry for COc1ccc(Cl)cc1NC(=O)c1cnccn1 : -0.1, -3, i, -6, -8, 5, -4, -1.3, -1, 1
Entry for CC(C)CC(=O)Nc1ccc(C(=O)NNC(=O)C(c2ccccc2)c2ccccc2)cc1 : 0.3, -6, i, -8, -2, 1, 1, 0.6, 4, 5
Entry for CCc1nc(SCC(=O)NNC(=O)c2ccc(C)cc2)c2ccccc2n1 : 0.4, 4, i, -2, 5, 0, 2, 0.0, 2, 2
Entry for COc1cc([N+](=O)[O-])cc(/C=N/NC(=O)c2cc(C)nc3ccccc23)c1O : 1.2, 8, i, -16, -65, -30, 4, 1.8, -1, 2

(cont.)
SMILES	LMPTP block	CSN deneddyl inh	Rpn11 inh	Scp1 inh	PABP1 MLLE inh	SUMO1-SIM PPI	NadD block	TbMetRS inhib	DNMT1 block	STEP inh
Nc1nnc(SCC(=O)OCC(=O)Nc2ccc(Br)cc2)s1	-1.2	8	i	1	-1	-3	-5	3.3	0	-1
COc1ccc(/C=C/C(=O)OC(C)CN2CCCCC2)cc1 (stereo not drawn)	-1.8	3	i	-8	-10	-8	-11	-0.6	-3	1
Cc1ccc(NC(=O)c2ccccc2)cc1C	-1.2	-1	i	-6	11	3	-3	-0.3	2	0
CCN(CC)S(=O)(=O)c1cc(NC(=O)C(C)N2CCN(Cc3ccc4c(c3)OCO4)CC2)ccc1C (stereo not drawn)	-0.8	-1	i	-4	-11	-3	-8	-0.6	-3	-3
COc1ccc(/C=N/NC(=O)c2cccnc2)cc1	0.1	-3	i	-10	0	-5	-2	-0.7	-1	-3
COC(=O)C1=C(CS(=O)(=O)c2ccccc2)NC(=O)NC1c1ccccc1 (stereo not drawn)	-1.5	-2	i	-3	13	-1	-3	-0.2	4	1
O=C(c1ccc(Cl)cc1)C1CCCN(Cc2ccc(Oc3ncccn3)cc2)C1 (stereo not drawn)	-0.5	-3	i	2	-5	3	-3	-1.2	4	-2
COc1ccc(C(=S)N2CCOCC2)cc1OC(=O)c1ccc([N+](=O)[O-])cc1[N+](=O)[O-]	0.7	3	i	-5	10	-32	-2	0.3	2	2
Cc1nonc1NC(=O)Nc1cccnc1	0.1	3	+	2	1	0	3	-0.1	-2	-5
CC(=O)Nc1ccc(S(=O)(=O)N2CCN=C2SCc2ccc(C)cc2)cc1	1.1	0	i	-6	-12	3	-3	1.1	-2	-2
CC(C)(C)c1ccccc1NC(=O)c1ccc2c(c1)SC1=NS(=O)(=O)CCN12	2.6	5	i	-4	-4	13	0	0.1	0	2
COc1ccc(C(=O)C2CCCN(Cc3cn[nH]c3-c3ccccc3)C2)cc1OC (stereo not drawn)	1.0	1	i	-1	12	-5	-3	-0.3	2	-2
Nc1nonc1C(=O)N1CCCCC1	-0.3	-6	i	-10	13	-5	-4	0.0	-1	-4
O=S(=O)(Nc1nc2ccccc2nc1NCCO)c1cccc(Cl)c1	-1.6	-8	i	-1	-3	4	3	-1.2	-3	-2
CSCCC(NC(=O)COc1ccccc1)C(=O)N1CCCCCC1 (stereo not drawn)	-0.5	0	i	-9	11	33	-3	-0.2	-3	5
Cc1nc2nc(C)c(NS(=O)(=O)c3ccc(C4CCCCC4)cc3)c(=O)n2[nH]1	-0.8	-2	i	-5	3	3	3	-0.2	-1	0
CCC1=C2CC[C@H]3C(=O)N(c4ccccc4)C(=O)[C@H]3[C@H]2[C@@]2(C)C(=NCc3ccccc3)OC(=O)N2C1=O	0.8	5	i	-5	-12	1	7	-0.5	-2	0
O=C(CN1CCN(c2ncccn2)CC1)NCc1ccccc1	0.2	-1	i	3	3	3	-7	-1.2	-1	-5
CCCc1cc(=O)[nH]c(SCC(=O)c2cc(C)n(CC3CCCO3)c2C)n1 (stereo not drawn)	-0.3	1	i	2	2	5	1	-0.1	0	-1
O=C(CCc1ccccc1)Nc1ccnn1C1CCN(Cc2ncc[nH]2)CC1	-0.2	6	i	-2	7	-4	1	-0.3	1	1
CCOc1cc([N+](=O)[O-])cc2c1C(=O)Nc1ccccc1O2	1.2	43*	·	0	-2	-17	8	-0.3	-3	-4
CC1(C)CC(=O)c2c(nc3ccccc3c2N)C1	2.3	-5	i	0	-2	12	-1	-0.3	-1	2
CNC[C@H](CC1CCCCC1)NC[C@H](Cc1ccccc1)NCCC12CC3CC(CC(C3)C1)C2	11	1	i	9	3	-136	9	0.2	-5	4
C/C(N)=C(/C#N)C(=O)CSc1nn(-c2ccc(Cl)cc2)c(=S)s1	2.8	6	i	29	-41	5	-5	-0.3	5	0
Cc1cc(C)nc(SCCCn2c(=O)[nH]c3ccccc32)n1	-0.6	0	i	-5	-3	-2	-3	-0.6	2	0
CC(NC(=O)c1ccc(F)cc1)c1ccc2c(c1)CCCC2 (stereo not drawn)	1.0	6	i	0	-10	2	-8	0.2	1	1
O=C(NCc1ccco1)c1ccc(-c2ccc(F)c(F)c2)c2ccoc12	3.6	1	i	·	-13	1	-3	0.0	0	-1
O=C(NCC(c1cccs1)N1CCOCC1)c1ccccc1NS(=O)(=O)c1cc([N+](=O)[O-])ccc1Cl (stereo not drawn)	-0.8	0	i	-3	-2	-9	2	0.5	-1	-4
CCc1ccccc1N(CC(=O)N1CCc2ccccc2C1)S(C)(=O)=O	0.1	1	i	-6	4	7	5	0.1	1	0
O=C(CN1C(=O)C2CCCCC2C1=O)OCn1nnc2ccccc2c1=O (stereo not drawn)	-0.5	2	i	5	-4	-1	-1	-0.9	3	-3
C=CCc1cc(C=O)cc(OC)c1OCc1ccc(Cl)cc1	2.4	0	i	-10	3	-1	3	-0.9	5	3
Cc1ccc(-c2nnc(Nc3ccc(C(N)=O)cc3)c3ccccc23)cc1S(=O)(=O)NCC1CCCO1 (stereo not drawn)	0.1	0	i	-2	16	-6	19	0.1	-6	-4
COc1ccc(NS(=O)(=O)c2ccc(NC(=O)C(CCSC)NC(N)=O)cc2)cc1 (stereo not drawn)	-1.3	1	i	-8	-4	4	-2	0.2	-4	-4
O=C(CSc1nccn1-c1ccccc1)c1ccc(Br)cc1	-0.6	11	i	-2	-38	-5	-2	-1.9	-5	2
Cc1ccc(C(c2sc3ncnn3c2O)N2CC(C)CC(C)C2)cc1 (stereo not drawn)	-1.4	0	i	-7	-4	-1	6	-0.5	-1	0
CCn1c(/C=C/N(C(C)=O)c2ccccc2)[n+](CC)c2ccc(Cl)cc21	-1.7	1	i	25	-115	0	17	-0.4	1	0
NC(=O)CSc1nccn1Cc1ccc2c(c1)OCO2	0.2	0	i	-2	-27	3	-2	-0.3	-1	-1
COc1ccc(N(C(=O)C2CSC(=O)C2)C(C(=O)NC(C)(C)C)c2ccncc2)cc1 (stereo not drawn)	-0.5	-7	i	1	1	1	-3	-1.0	9	-4
Cn1nnnc1SCc1cc(=O)n2ccsc2n1	-0.3	4	i	-4	-1	3	1	0.0	4	-1
